Siah-1 displacement: Siah-1 peptide-binding antagonists, primary screen, biochemical, fluorescence polarization, rhodamine-plectin, uHTS (AID 1817); Siah-1 / rhodamine-plectin peptide fluorescence polarization; higher % means a stronger effect; one-dose displacement, % at 20 µM; IC50 in µM for titrated hits; 0.02% of 290,000 active;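 active means displacement of at least 50% at 20 µM, with a fluorescence ratio check between 0.3 and a set limit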;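 further: plate controls were Siah plus tracer with DMSO for no effect and tracer alone without Siah for full effect; strong numbers were not always called active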
K1F lysis inhibition: protection from phage-mediated lysis, alamar blue read-out – E. coli UTI89, K1F phage, bacterial capsule biogenesis inhibitors (AID 488966) | E. coli UTI89 K1F phage lysis, alamar blue, 2 h; higher % means a stronger effect | inhibition, % at 100 µM; hits with a dose series show IC50 in µM | 0.02% of 340,000 active;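 active means phage lysis inhibition, versus mean bacterial control, above a set limit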;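 further: capsule biogenesis inhibitors block K1F phage lysis so surviving cells raise fluorescence; higher fluorescence means more inhibition of phage lysis; actives were called in the ten point dose series up to 300 µM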
Numbers without * were called inactive; [ ] = remark or other dose. A portion of the library, so the mix of outcomes need not match the whole.

SMILES	Siah-1 displacement	K1F lysis inhibition
CCOc1ccc(N(CC(=O)Nc2ccc(C)c(Cl)c2)S(C)(=O)=O)cc1	2.3%	0.0%
Cc1c(C)c2ccc(OCC(=O)N3CC[C@@]4(O)CCCC[C@H]4C3)c(C)c2oc1=O	0.0%	5.1%
O=C1NC(=S)S/C1=C\c1ccc2ccccc2c1	28.5%	0.2%
COc1cc(/C=N/NC(=O)c2c(C)nc3ccc(Cl)cn23)cc(OC)c1OC	-0.4%	-0.3%
COc1ccc(CN2CCN(C(C)C(=O)N3CCc4ccccc43)CC2)cc1OC (stereo not given)	-2.1%	0.1%
CCOC(=O)c1ccc(NC(=S)NCc2ccccc2)cc1	0.0%	0.8%
O=c1cc(CSc2ccccc2)[nH]c2ccccc12	-0.2%	0.0%
Cc1c(Cc2ccccc2)c(=O)oc2cc(OC(C)C(=O)NCC3CCC(C(=O)O)CC3)c(Cl)cc12 (stereo not given)	-0.8%	-1.0%
Cc1cc(OC(C)C(=O)NC(Cc2c[nH]c3ccc(O)cc23)C(=O)O)c2c(C)cc(=O)oc2c1 (stereo not given)	0.0%	0.7%
CN1CCN(CC(=O)Nc2ccc(S(=O)(=O)N(C)C)cc2)CC1	-1.2%	0.2%
COCCNC(=O)CN(C(=O)c1ccc(N2CCCC2)nc1)c1ccc(F)c(Cl)c1	14.6%	0.2%
CC(C)C[C@@H](COc1ccccc1)N1CCN(Cc2ccccc2)CCC1=O	0.5%	0.1%
CCOc1ccc(C(=O)OC(C)CN2CCCCC2)cc1 (stereo not given)	2.7%	0.0%
C[C@@H]1NC(=O)/C(=C\c2ccccc2Br)NC1=O	3.4%	-0.1%
CCOCCCNC(=O)CCc1nnc2ccc(N3CCCCC3)nn12	6.0%	-0.2%
Cn1c(CCNC(=O)c2cc(COc3ccc(F)c(F)c3)on2)nc2ccccc21	7.3%	0.1%
CN(C)C(CNC(=O)CNC(=O)Cc1cccc2ccccc12)c1ccccc1 (stereo not given)	0.2%	0.1%
O=C(N/N=C/c1c(F)c(F)c(F)c(F)c1F)c1cc(-c2ccccc2)nc2ccccc12	1.5%	0.3%
O=C(CNc1ccc(F)cc1)N/N=C/c1c(O)ccc2ccccc12	-2.8%	0.1%
Cc1cc(=O)oc2c(C)c(OC(C)C(=O)N3CC[C@@]4(O)CCCC[C@H]4C3)ccc12 (stereo not given in full)	-3.9%	6.4%
CC1(C(=O)O)CCC(C(=O)Nc2cccc(F)c2)C1(C)C (stereo not given)	0.2%	0.1%
COc1ccc(Cn2c(=S)[nH]c3ccccc3c2=O)cc1	8.4%	0.2%
Cc1cc(=O)oc2c3c(cc(OCC(=O)NCc4cccnc4)c12)OC(C)(C)CC3	-0.8%	5.5%
Cc1nc([N+](=O)[O-])cn1CC(=O)c1ccc(F)cc1	2.5%	-0.2%
Cc1ccc(SC[C@H](C)CN2CC[C@H](C)CCC2=O)cc1	-4.1%	0.5%
New compounds follow:
SMILES	Siah-1 displacement	K1F lysis inhibition
COc1cc(SC)ccc1C(=O)Nc1nc(C)cc(C)n1	-1.6%	0.3%
O=C(O)c1ccc(Cl)c(S(=O)(=O)N(Cc2ccccc2)c2ccccc2Cl)c1	-2.6%	-0.1%
Cc1ccc(S(=O)(=O)N[C@H](C(=O)N2CCC(C(=O)N[C@@H](CC(=O)O)C(=O)O)CC2)C(C)C)cc1	0.0%	3.1%
CSc1nc(N)c2c3c(sc2n1)CN(C)CC3	-2.8%	0.2%
CCOC(=O)C1CCN(S(=O)(=O)c2ccc(CNC(=O)c3ccccc3)s2)CC1	-1.4%	0.1%
Cc1ccc2[nH]c3nc(SCC#N)nnc3c2c1	-0.2%	0.4%
O=C(N/C(=C\c1ccc(Br)cc1)C(=O)N1CCOCC1)c1ccco1	12.6%	0.2%
COc1cccc(OC)c1C(=O)NC(=S)N1CCCCC1c1cccnc1 (stereo not given)	-3.1%	6.5%
O=c1[nH]c(COc2ccccc2)nc2ccccc12	1.1%	0.1%
Cc1ccc2c(c1)C(c1ccccc1)N(C(=O)c1cccc([N+](=O)[O-])c1)CC(=O)N2 (stereo not given)	11.5%	0.0%
Cc1oc2cc3oc(=O)c(CCC(=O)NCCCN4CCOCC4)c(C)c3cc2c1C	5.4%	-2.9%
Cc1cc2oc(C(=O)NCCc3ccc(S(N)(=O)=O)cc3)cc(=O)c2cc1C	2.2%	0.1%
CCCCN1C(=O)C(O)(c2ccccc2)c2cc(Br)ccc21 (stereo not given)	0.7%	-0.2%
CC1=C(C(N)=O)C(c2ccccc2[N+](=O)[O-])n2ncnc2N1 (stereo not given)	-3.2%	0.0%
CN(CCO)C(=O)c1c(NC(=O)c2ccccc2)sc2c1CCCC2	5.7%	-2.5%
O=[N+]([O-])c1cc(C(F)(F)F)cc([N+](=O)[O-])c1NCCN1CCNCC1	-0.2%	0.0%
Cc1c(CCC(=O)N2CCC[C@H]2C(=O)O)c(=O)oc2c(C)c3oc4c(c3cc12)CCCC4	-0.4%	-5.3%
Cc1nc(C(F)(F)F)ccc1C(=O)NN1CCOCC1	-3.3%	1.2%
Cc1cc(C)nc(NC(=O)c2ccc(C)c(C)c2)n1	3.4%	0.0%
COc1cccc(NC(=O)Nc2ccc3nc(C)c(C)nc3c2)c1	5.0%	0.3%
Cc1cc(C)c(NC(=S)N2CCN(c3ccc([N+](=O)[O-])cn3)CC2)cc1C	3.8%	0.2%
COc1ccc(CNC(=S)Nc2ccccc2)cc1Cl	4.6%	1.6%
COc1ccc(NC(=O)CCCC(=O)c2ccccc2)c(OC)c1	3.7%	0.1%
CN1CCN(CCCNc2c(C=O)c(=O)[nH]c3ccccc23)CC1	9.6%	0.2%
CC1(C(=O)Nc2nc3ccccc3s2)CC1(Br)Br (stereo not given)	-1.9%	-1.2%[50 µM]

Reprinted at random: six entries already listed
SMILES	Siah-1 displacement	K1F lysis inhibition
CN(CCO)C(=O)c1c(NC(=O)c2ccccc2)sc2c1CCCC2	5.7%	-2.5%
O=C(O)c1ccc(Cl)c(S(=O)(=O)N(Cc2ccccc2)c2ccccc2Cl)c1	-2.6%	-0.1%
CN1CCN(CCCNc2c(C=O)c(=O)[nH]c3ccccc23)CC1	9.6%	0.2%
Cc1ccc2[nH]c3nc(SCC#N)nnc3c2c1	-0.2%	0.4%
CCCCN1C(=O)C(O)(c2ccccc2)c2cc(Br)ccc21 (stereo not given)	0.7%	-0.2%
CSc1nc(N)c2c3c(sc2n1)CN(C)CC3	-2.8%	0.2%

(further entries)
SMILES	Siah-1 displacement	K1F lysis inhibition
O=C(CNc1cccc(F)c1)N1CCc2ccccc2C1	3.8%	0.2%
Cc1cccc(C(=O)Nc2ccccc2NC(=O)c2cccc(C)c2)c1	-3.5%	-1.8%[50 µM]
C[C@@H](NC(=O)[C@@H]1Cc2ccccc2CN1)C(=O)Nc1ccc2c(c1)OCO2	1.5%	7.3%
N#Cc1ccc(N2CCCNCC2)nc1	-2.9%	0.3%
COc1ccc(OC)c2nc(-c3ccc4c(c3)OCO4)ccc12	2.2%	0.2%
CC(C)[C@H](NC(=O)N1CCn2c1nc1ccccc12)C(=O)N[C@@H](C(=O)O)c1ccccc1	-0.8%	4.4%
Cc1ccc2c(c1)S/C(=C\c1cccc[n+]1C)N2CCO	2.1%	0.1%
COc1ccc(Nc2nc(-c3cccnc3)cs2)c(OC)c1	-8.8%	1.6%
COc1ccc(-n2nc(C(=O)NCC(=O)N3CCC(C)CC3)c3ccccc3c2=O)cc1Cl	-1.0%	1.0%
CC(C)CCC(CCNCc1ccccn1)c1ccc2c(c1)OCO2 (stereo not given)	6.4%	-0.1%
[N-]=[N+]=NC[C@H](Cc1ccccc1)N1CC[C@@H](O)CCC1=O	0.9%	1.8%
COC(=O)C1CCN(C(=O)CC(NC(=O)C(F)(F)F)c2cccs2)CC1 (stereo not given)	2.5%	0.2%
Cc1nc(C(=O)NCCO)cc2c1[nH]c1ccccc12	0.4%	-0.3%[50 µM]
O=C(Cn1c(NCCCO)nc2ccccc21)c1ccc(F)cc1	6.1%	0.2%
O=C(CN1CCN(c2ccccc2)CC1)Nc1ccc(F)cc1	-0.5%	0.0%
O=S(=O)(NCc1ccc2c(c1)OCO2)c1cccc(F)c1	0.8%	-0.3%
COc1ccc2[nH]c(C(=O)N/N=C/c3cc(OC)c(OC)c(OC)c3)cc2c1	-0.1%	-0.2%
CCn1cc(CN2CCC(n3nccc3NC(=O)C3CCCC3)CC2)c(C)n1	-4.1%	-0.1%
CCCOc1ccc(CNC(=S)Nc2ccccc2)cc1Cl	-2.8%	-0.2%
CC(C)Oc1ccc(Br)cc1C(=O)N/N=C/c1c[nH]c2ccccc12	-8.4%	-0.1%
FC(F)(F)c1cccc(-c2cc(C3CCNCC3)[nH]n2)c1	1.1%	0.4%
NC(=O)CN1C(=O)C(=O)N(Cc2ccc(Cl)cc2)C1=O	-3.2%	0.0%
COc1cc(C(C2C(=O)CC(C)(C)CC2=O)C2C(=O)CC(C)(C)CC2=O)ccc1O	1.7%	0.1%
Nc1cc(=O)[nH]c(SCC(=O)c2ccc(F)cc2)n1	13.4%	0.1%
Cc1cccc(N2CCCn3c2nc2c3c(=O)[nH]c(=O)n2C)c1	2.1%	-0.2%

Full records, quoted from the list. Order of screens: Siah-1 displacement, K1F lysis inhibition
Entry for O=S(=O)(NCc1ccc2c(c1)OCO2)c1cccc(F)c1 = 0.8%, -0.3%
Entry for CCCOc1ccc(CNC(=S)Nc2ccccc2)cc1Cl = -2.8%, -0.2%

Next section.
SMILES	Siah-1 displacement	K1F lysis inhibition
CCOC(=O)c1ccc2c(c1)N(CC)C(=O)c1ccccc1S2	-0.4%	0.0%
O=C1C(=O)N(CCCc2ccccc2)c2ccccc21	-0.8%	1.2%
O=C(c1ccc(Cl)c(S(=O)(=O)N2CCOCC2)c1)N1CCOCC1	-2.1%	0.0%
CS(=O)c1ccc(-n2c(=O)n(Cc3ccccc3)c(=O)c3[nH]cnc32)cc1 (stereo not given)	11.1%	0.2%
CCN(CC)CC(O)CN(c1ccccc1)S(=O)(=O)c1ccc2ccccc2c1 (stereo not given)	-2.8%	0.3%
N#CCOC(=O)[C@H](Cc1c[nH]c2ccccc12)NS(=O)(=O)c1ccc(Cl)cc1	-8.2%	0.0%
CSCC[C@H](NS(=O)(=O)c1ccc(C)cc1)C(=O)N1CCC(C(=O)N[C@@H](C)C(=O)O)CC1	1.1%	-4.4%
COc1cccc(C(=O)N(C)CC(=O)Nc2ccc(F)c(F)c2F)c1	-1.1%	0.4%[50 µM]
Cc1ccc(N(CC(=O)NC2CCCCC2)C(=O)CCC(=O)Nc2nccs2)cc1	6.0%	0.2%
COc1ccc(-c2cc(=O)oc3cc(OC(C)C(=O)NC(Cc4c[nH]c5ccc(O)cc45)C(=O)O)ccc23)cc1 (stereo not given)	-6.2%	2.0%
CCOC(=O)Nc1ccc2c(c1)N(C(=O)CN)c1ccccc1CC2	-9.6%	0.3%
COc1cc(NC(=O)c2cccs2)c(OC)cc1NC(=O)Nc1ccc(F)cc1	-5.4%	1.8%
O=C(N/N=C/c1cccc2ccccc12)c1cccnc1	1.9%	0.0%
Cc1cc(OCC(=O)N2CCC[C@@H]2C(=O)O)c2c(C)c(C)c(=O)oc2c1	-1.2%	-0.4%
Cc1ccc(-n2ncc3c2CC(C)(C)CC3NC(=O)CCc2cnn(C)c2)cc1 (stereo not given)	0.8%	0.0%[50 µM]
O=C1c2ccccc2C(=O)c2[nH]c(=O)[nH]c21	-1.2%	1.0%
CCCCNC(=O)c1nn2c(C(F)(F)F)cc(-c3ccc(OC)cc3)nc2c1Br	13.8%	0.0%
Cc1ccc(CC2C(=O)N(c3cc(C)ccc3C)C(=O)C2C)cc1 (stereo not given)	-1.6%	0.0%
COc1ccccc1C(=O)N1CCN(Cc2c[nH]c3ccccc23)CC1	6.9%	-0.1%
CCOC(=O)c1ccc(-c2ccc3[nH]c4ccccc4c(=O)c3c2)cc1F	5.1%	2.8%
COc1ccc2[nH]c3c(c2c1)CCN1C(=O)N([C@@H](C)C(=O)NC2CC2)C(=O)[C@]31C	-8.8%	-0.4%
O=C(O)c1[nH]c2ccccc2c1C(c1cccc(O)c1)c1c(C(=O)O)[nH]c2ccccc12	-3.5%	-0.1%
Cc1c(NS(=O)(=O)c2ccc(NC(=O)CCC(=O)O)cc2)c(=O)n(-c2ccccc2)n1C	4.9%	0.5%
O=S(=O)(Nc1ccccn1)c1ccc(Br)cc1	-0.4%	-1.2%
O=C(Nc1cccc(-n2cccn2)c1)C1CCCN(Cc2ccc(C#CCCO)cc2)C1 (stereo not given)	0.1%	1.2%[50 µM]
COc1ccc(-c2nnc(SCc3ccc(C(=O)O)cc3)n2C)cc1OC	-3.5%	0.2%
COCCCN1C(=O)c2ccc(C(=O)Nc3ccccc3Cl)cc2C1=O	0.0%	-0.1%
COc1ccc(CNC(=O)COc2cccnc2[N+](=O)[O-])cc1	2.2%	-0.1%
C/C(=N\OC(=O)Nc1ccc(Cl)cc1)c1ccc(F)c(F)c1	-1.2%	0.1%
NC(=O)C1CCCN(CC(O)COCc2ccc(Cl)cc2)C1 (stereo not given)	-2.4%	-0.1%

In a second layout: entries from further up
Values run as follows: Siah-1 displacement, K1F lysis inhibition
COc1ccc2[nH]c3c(c2c1)CCN1C(=O)N([C@@H](C)C(=O)NC2CC2)C(=O)[C@]31C
  -8.8%, -0.4%
COc1ccccc1C(=O)N1CCN(Cc2c[nH]c3ccccc23)CC1
  6.9%, -0.1%
Cc1ccc(-n2ncc3c2CC(C)(C)CC3NC(=O)CCc2cnn(C)c2)cc1 (stereo not given)
  0.8%, 0.0%[50 µM]
O=C(Nc1cccc(-n2cccn2)c1)C1CCCN(Cc2ccc(C#CCCO)cc2)C1 (stereo not given)
  0.1%, 1.2%[50 µM]
CCOC(=O)c1ccc(-c2ccc3[nH]c4ccccc4c(=O)c3c2)cc1F
  5.1%, 2.8%
